# p53 reactivation – re-activators of mutant p53; AID 504706; 0.063% of 320,000 active; H1299 p53-A138V BP100-luciferase reporter, luminescence, 24 h; Potency, µM (titrated, usually from 92.2 µM), for the others: at the top dose activity change, positive = activation, usual class: activators; note: potency is the fitted concentration of half-maximal effect; % of control where 0% means no effect; nearly all actives have a fitted effect of over 45% in size
#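 H1299 (p53-null), stable ts p53-A138V + BP100-Luc; 1000 cells/well, Opti-MEM/10% FBS; cpd 4 pt, 1:5; 24 h, 37 deg C, 5% CO2; detection reagent 10 min RT; luminescence.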
# BRCA1 expr act – activators of BRCA1 expression; MCF7-BRCA1-FFLuc reporter, luminescence, 48 h; response scale: scaled: vehicle 0%, 10 µM genistein 100%; Potency, µM (highest dose often 46.1 µM), without a hit: at the top dose activation, usual class: activators; 1.1% of 380,000 active; AID 624202; note: potency is the fitted concentration of half-maximal effect; nearly all actives have a fitted effect of over 80% in size; some results filed as inactive show a strong effect at the top dose
#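 First, MCF7-BRCA1-FFLuc cells (2000/well) attach for 2 h; next, compounds are pin-added and incubated 48 h at 37 °C; finally, luciferase reagent is added and luminescence read after 15 min.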
# USP2a inh – blocks human ubiquitin-specific protease USP2a. O75604. USP2 core, Ub-CHOP2 coupled fluorogenic reporter, 485/531. Potency, µM (titrated, usually from 38.3 µM), for inactives: at the highest dose activity change, negative = inhibition, most hits filed as inhibitors. 0.01% of 330,000 active;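 note: potency is the fitted concentration of half-maximal effect; plate controls were DMSO wells for no effect and full inhibition by NEM control for full effect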
# Target sequence (O75604 whole entry, looked up): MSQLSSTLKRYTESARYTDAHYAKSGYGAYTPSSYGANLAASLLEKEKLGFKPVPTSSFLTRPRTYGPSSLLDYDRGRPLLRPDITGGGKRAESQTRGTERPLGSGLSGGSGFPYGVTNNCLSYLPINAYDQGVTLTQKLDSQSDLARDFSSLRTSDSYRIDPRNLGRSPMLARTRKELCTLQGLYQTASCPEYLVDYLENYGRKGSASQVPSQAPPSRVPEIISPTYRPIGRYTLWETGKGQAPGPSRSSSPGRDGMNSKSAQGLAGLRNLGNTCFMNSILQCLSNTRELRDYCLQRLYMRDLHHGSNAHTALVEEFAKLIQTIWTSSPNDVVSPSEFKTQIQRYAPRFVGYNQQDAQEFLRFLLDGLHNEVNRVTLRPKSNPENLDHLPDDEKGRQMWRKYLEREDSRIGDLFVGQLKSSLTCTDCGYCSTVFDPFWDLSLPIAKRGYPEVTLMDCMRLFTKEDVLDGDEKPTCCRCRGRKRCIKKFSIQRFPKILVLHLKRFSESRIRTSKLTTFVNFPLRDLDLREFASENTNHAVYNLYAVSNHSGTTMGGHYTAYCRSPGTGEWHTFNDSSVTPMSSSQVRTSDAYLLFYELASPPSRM
#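 Cell-free coupled assay: 10nM USP2 core preincubated 30min RT with compound in Tris-HCl pH 8.0/CaCl2/CHAPS buffer, then 25nM Ub-CHOP2 and 25nM reporter substrate; fluorescence (Ex 485/Em 531) read after 60min RT, normalized to NEM inhibition, concentration-response curves fitted.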
# TRPV1 agonist – activates the human vanilloid receptor TRPV1. Q8NER1. TRPV1-expressing cells, Fluo-8 calcium influx, agonist mode. activation, % at 8.33 µM. 0.19% of 320,000 active; in the data active = activation above about 80%; inconclusive = between about 30% and that limit; note: 0% is about no effect
#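 Fluo-8 calcium influx in TRPV1-expressing cells, kinetic read (ex 480/em 520 nm). Compound added and read 3 min for agonist activity, followed by capsaicin at EC20 final and 2 min further read for enhancement.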
# S-ASM inh – human S-ASM enzyme inhibition; P17405; placental ASM, HMU-PC fluorogenic substrate, 60 min; Potency, µM (series often up to 57.5 µM), for the others: at the top dose activity change, negative = inhibition, actives largely listed as inhibitors; 0.006% of 340,000 active; note: potency is the fitted concentration of half-maximal effect
#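 Human placenta-derived ASM preincubated with compound 10 min at room temperature, then reacted with 9 uM (final) fluorogenic HMU-PC substrate for 60 min at 37 C. Stop solution raises pH to 10; fluorescence read at Ex 386/Em 447 nm.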
# ELG1 genotoxic – inducers of genotoxicity in HEK293T ELG1-luciferase cells; HEK293T ELG1-luciferase reporter, luminescence, 16 h; Potency, µM (highest dose often 46 µM), without a hit: at the top dose activity change, positive = activation, hits mostly activators; 1.3% of 330,000 active; note: potency is the fitted concentration of half-maximal effect; % of control where 0% means no effect; nearly all actives have a fitted effect of over 60% in size
#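 Genotoxicity was scored as increased ELG1-luciferase reporter signal, measured by ONE-Glo luminescence (30 min, room temperature). Compound or vehicle exposure of the HEK293T reporter cells lasted 16 hr at 37°C.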
# uPA generation – blocks generation of uPA at the cell surface. cell surface uPA generation assay, qHTS. Potency, µM (highest dose often 38.3 µM), for inactives: at the top dose activity change, negative = inhibition, hits mostly inhibitors. 0.31% of 330,000 active. AID 540303; active = well fitted inhibition curve with a large enough effect; inconclusive = small, poorly fitted or top-dose-only effect; inactive = no such curve, though single readings can be large or run the other way; tested in mouse RAW 264.7 cells; note: potency is the fitted concentration of half-maximal effect; % is set by controls: 0 for no effect and ±100 for the full control effect; nearly all actives have a fitted effect of over 55% in size
# PTAP TSG101 blk – blocks PTAP/TSG101 interaction to inhibit HIV-1 budding. Potency, µM (series often up to 115 µM), inactives show at the highest dose activity change, negative = inhibition, most hits filed as inhibitors. 340,000 tested, under 10 active. AID 493005. Fluorescence polarization, FITC-PTAP peptide / Tsg101 binding; active = well fitted inhibition curve with a large enough effect in the main read-out, with a control signal flat, not every such curve was filed as active; inconclusive = small, poorly fitted or top-dose-only effect, or effect the other way, or a change in a side signal; inactive = no such curve, though single readings can be large or run the other way; note: potency is the fitted concentration of half-maximal effect; % of control where 0% means no effect
#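 Fluorescence anisotropy tracks displacement of a FITC-tagged PTAP peptide (50 nM) from the Tsg101 binding domain (10 uM), following a 20 min room-temperature incubation at pH 7.5.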
# Eya2 inh – inhibitors of human Eya2 phosphatase activity. recombinant Eya2, OMFP fluorescence dephosphorylation (OMFP is methylfluorescein phosphate). 0.006% of 330,000 active. Potency, µM (titrated, usually from 76.9 µM), for the others: at the highest dose activity, negative = inhibition, hits mostly inhibitors. O00167; note: potency is the fitted concentration of half-maximal effect; % is set by controls: 0 for no effect and ±100 for the full control effect
#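 Eya2 (0.2 uM) preincubated 10 min at ambient with compound, then OMFP substrate added at 50 uM; 10 min reaction in 50 mM HEPES pH 7.5, 50 mM NaCl, 5 uM MgCl2, 0.05% BSA, 1 mM DTT. Fluorescence read at Ex 485/Em 525 nm.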
# B2AR arrestin – agonists driving beta-arrestin recruitment to human beta2-adrenergic receptor. beta-arrestin recruitment to beta2AR, cell-based reporter. Potency, µM (titrated, usually from 46.1 µM), for inactives: at the top dose activation, actives largely listed as activators. 0.02% of 330,000 active;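 note: potency is the fitted concentration of half-maximal effect; 0% = DMSO controls and full agonism = EC100 isoproterenol or metaproterenol; nearly all actives have a fitted effect of over 65% in size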
# Target sequence (P07550 whole entry, looked up): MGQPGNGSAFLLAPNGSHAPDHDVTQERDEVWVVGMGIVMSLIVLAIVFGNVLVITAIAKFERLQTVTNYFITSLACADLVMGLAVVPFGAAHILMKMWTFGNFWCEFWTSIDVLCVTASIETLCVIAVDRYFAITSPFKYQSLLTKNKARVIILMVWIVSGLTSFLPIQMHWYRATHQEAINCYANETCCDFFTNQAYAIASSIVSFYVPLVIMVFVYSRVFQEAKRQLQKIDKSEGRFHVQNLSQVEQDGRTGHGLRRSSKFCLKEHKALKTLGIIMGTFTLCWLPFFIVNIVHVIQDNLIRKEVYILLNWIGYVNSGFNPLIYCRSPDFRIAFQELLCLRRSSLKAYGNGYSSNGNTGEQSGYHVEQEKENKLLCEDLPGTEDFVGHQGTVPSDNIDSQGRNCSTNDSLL
# a7 integrin act – activators of alpha7 integrin expression for muscular dystrophy; alpha7betagal myoblasts, beta-gal FDG fluorescence, 48 h; 0.064% of 350,000 active; Potency, µM (highest dose often 38.3 µM), inactives show at the top dose activation, usual class: activators;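 note: potency is the fitted concentration of half-maximal effect; 100% = response of the positive control SU9516; nearly all actives have a fitted effect of over 60% in size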
#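 Alpha7betagal+/- myoblasts (passage 13) were plated 16-24 hr, then exposed to compounds (1:260 dilution of DMSO stock) for 48 hours at 37C. After MPER lysis, β-galactosidase reporter activity was read as FDG fluorescence (ex 480/em 540) after 30 minutes.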
# Starred values were filed as active, the others as inactive; ? = inconclusive; nt = not tested or not shown; [ ] = remark or other dose. Unless noted, calls come from the whole dose curve; as a rule, active = well fitted curve in the direction sought with a large enough effect; inconclusive = small, poorly fitted or top-dose-only effect, or another doubt; inactive = no such curve, though single readings can be large; an effect the other way counts as inactive or inconclusive. Rows were taken by chance; 2.6% or so of the library scored in one or more.
SMILES,p53 reactivation,BRCA1 expr act,USP2a inh,TRPV1 agonist,S-ASM inh,ELG1 genotoxic,uPA generation,PTAP TSG101 blk,Eya2 inh,B2AR arrestin,a7 integrin act
COc1ccccc1CNC(=O)COC(=O)c1ccco1,7%,-26%,5%,nt,-1%,1%,-19%,-8%,3%,0.0%,45%
Cc1c(C)n(Cc2ccccc2)c2ccc(C(=O)NCCN3CCOCC3)cc12,-15%,-31%,-1%,28,-3%,2%,9%,-4%,-3%,-0.8%,-13%
COc1ccc(NC(=O)CNc2cc(S(=O)(=O)N3CCOCC3)ccc2N2CCOCC2)c(OC)c1,-3%,-6%,1%,nt,3%,6%,-17%,1%,?,-0.7%,23%
O=C(O)c1cc(-c2cccc3ccccc23)nc2ccccc12,5%,-1%,-1%,1,4%,-7%,-3%,-8%,11%,-0.3%,0%
CCn1ncc(/C=C/C(=O)C2CC2)c1C,?,56%,2%,-1,7%,7%,-4%,1%,-2%,0.1%,5%
Nc1ccc(NC(=O)c2cccs2)c(Cl)c1,?,?,-4%,-3,5%,?,-9%,-2%,-8%,-0.3%,14%
COc1ccc(S(=O)(=O)Nc2ccc(Cl)cn2)cc1,nt,-14%,2%,-2,4%,0%,6%,-4%,-3%,0.5%,-12%
O=S(=O)(NCCc1csc(-c2cccnc2)n1)c1ccc(F)cc1,-9%,-4%,1%,0,3%,-8%,-9%,nt,1%,-1.6%,17%
CC(C)C(=O)Nc1cccc(C(=O)NCCc2ccc(S(N)(=O)=O)cc2)c1,-2%,-17%,0%,0,-1%,2%,nt,-7%,-9%,0.0%,-2%
Cc1ccc(N(C(C)C(=O)Nc2cc(Cl)ccc2Oc2ccccc2)S(C)(=O)=O)cc1 (centres undefined),-3%,-44%,2%,4,-1%,-2%,4%,-4%,2%,-0.8%,20%
COc1cccc(CN2CCN(CCCc3ccccc3)C(CCO)C2)c1OC (centres undefined),nt,-40%,2%,1,2%,-3%,-1%,-7%,-3%,0.2%,-6%
O=C(O)c1ccc(F)c(S(=O)(=O)Nc2ccccc2Cl)c1,1%,-15%,0%,2,4%,-4%,nt,-6%,16%,-0.2%,8%
O=C(N/N=C/c1cc2ccccc2[nH]1)c1ccccc1Cl,7%,-18%,0%,0,-1%,5%,-2%,0%,3%,-1.0%,1%
COc1ccc(/C=C(/NC(=O)c2cccs2)C(=O)NC(C)(C)C)cc1OC,nt,-1%,2%,-2,0%,-2%,0%,-1%,3%,-0.3%,-5%
O=C(NCCCN1CCOCC1)c1ccc(S(=O)(=O)N2CCOCC2)cc1,-2%,3%,2%,4,1%,-1%,-11%,-5%,6%,-0.4%,21%
CC(C)(C)OC(=O)CNC(=O)c1nc[nH]c1C(=O)N1CCNCC1,-4%,-1%,0%,-2,4%,1%,7%,2%,-6%,-0.7%,-15%
O=C(CN1CCN(C(=O)c2ccco2)CC1)Nc1ccc(Br)cc1,0%,-11%,2%,-2,2%,-2%,-2%,-2%,-12%,-0.1%,0%
O=C(N/N=C1\C2CN3CCN(C2)CC1(c1ccccc1)C3)Nc1ccccc1,-2%,-14%,4%,0,1%,0%,4%,0%,1%,0.2%,-18%
O=C(NC1CCCC1)C(c1ccc(F)cc1)N(Cc1ccc(F)cc1)C(=O)c1ccn[nH]1 (centres undefined),-2%,-4%,2%,?,1%,-2%,4%,-10%,-4%,-0.2%,-5%
O=C1CC(/C=C/c2ccc(Cl)cc2)=Nc2ccccc2N1,10%,?,-1%,24,-16%,?,?,0%,-1%,3.0%,-39%
O=C(COC(=O)Cc1n[nH]c(=O)c2ccccc12)Nc1ccc(Cl)cc1F,1%,8%,0%,1,4%,3%,6%,-1%,-6%,-0.8%,-27%
CN(C)c1nc2c(c(=O)[nH]c(=O)n2C)n1CCCc1ccccc1,nt,-16%,-2%,-4,-2%,10%,0%,1%,5%,-0.4%,0%
CCC1=NC(c2ccccc2Cl)N(O)C1(C)C (centres undefined),-9%,2%,3%,-1,-2%,1%,nt,-4%,-19%[15.4 µM],0.0%,-13%[7.66 µM]
CCn1c(=O)c2sccc2n(CC(=O)NCCC2=CCCCC2)c1=O,3%,-28%,0%,1,2%,-4%,0%,1%,-9%,0.2%,19%
Cc1cc(C)n(CCC(=O)N2CCN(S(=O)(=O)c3ccccc3)CC2)n1,4%,-13%,0%,0,-2%,-3%,-12%,1%,-2%,0.6%,21%
CN(C)S(=O)(=O)Nc1cc(F)cc(F)c1,0%,-17%,2%,1,7%,-1%,0%,-1%,9%,-0.2%,13%
CNC(=O)c1[nH]cnc1C(=O)Nc1ccccc1,26%,-4%,4%,3,-1%,?,?,nt,2%,0.3%,9%
CCn1cc(C(=O)O)c(=O)c2cc(F)c(N3CCN(S(=O)(=O)c4ccc(NC(=O)OC)cc4)CC3)cc21,-9%,-1%,2%,-5,-12%,-3%,1%,-4%,7%,0.0%,34%
CCCCN(C(=O)Nc1ccccc1)C1CCS(=O)(=O)C1 (centres undefined),0%,3%,2%,1,3%,4%,13%,-4%,1%,0.1%,-27%
O=C(Cc1cccc2ccccc12)Nc1nc(-c2cccc([N+](=O)[O-])c2)cs1,-1%,-44%,1%,-6,-9%,-3%,-3%,-4%,-6%,-0.3%,-1%
O=C(O)CC1(CC(=O)NCc2cccc(Cl)c2)CCCCC1,-6%,0%,4%,-1,5%,-4%,1%,-4%,?,0.3%,17%
COc1ccccc1C(=O)n1nc(-c2cccnc2)nc1NCc1ccccc1,-7%,0%,?,22,-4%,1%,2%,-1%,-17%,-1.2%,9%
CC(CCc1ccccn1)C(=O)c1ccccc1 (centres undefined),nt,24%,nt,nt,3%,nt,-3%,0%,nt,nt,0%
Cn1c(=O)cc(SCC(=O)N2CCN(Cc3ccc4c(c3)OCO4)CC2)c2ccccc21,-17%,-15%,0%,?,-1%,-1%,0%,-8%,0%,-0.1%,-5%
COc1ccc(/C(O)=C2\C(=O)C(=O)N(CCN(C)C)C2c2cccc(OC)c2OC)cc1 (centres undefined),1%,-43%,1%,-2,-1%,4%,-4%,2%,-10%,0.2%,1%
O=C(NCc1cccnc1)/C(=C/c1ccc([N+](=O)[O-])cc1)NC(=O)c1ccccc1,-1%,-16%,6%,nt,-2%,-1%,0%,-5%,-11%,0.2%,14%

# Looked up above.
# `CN(C)S(=O)(=O)Nc1cc(F)cc(F)c1` @ B2AR arrestin = -0.2%
# `CCCCN(C(=O)Nc1ccccc1)C1CCS(=O)(=O)C1` (centres undefined) @ BRCA1 expr act = 3%

# Later entries
SMILES,p53 reactivation,BRCA1 expr act,USP2a inh,TRPV1 agonist,S-ASM inh,ELG1 genotoxic,uPA generation,PTAP TSG101 blk,Eya2 inh,B2AR arrestin,a7 integrin act
O=C(NNS(=O)(=O)c1ccc(F)cc1)c1ccccc1O,nt,-28%,-2%,-3,3%,-5%,8%,1%,5%,2.8%,4%
CCC(C)(C)NC(=O)CN(Cc1cccs1)C(=O)CNS(=O)(=O)c1ccc(C)cc1,3%,-7%,2%,4,0%,2%,0%,-1%,-19%,0.2%,-3%
CCOc1ccc(NC(=O)CSc2nc3ccccc3c(=O)n2CCCC(=O)NCCCN2CCCC2=O)cc1,-4%,-1%,-1%,0,-1%,2%,1%,0%,-7%,0.1%,-14%
Cc1csc2nc(CNC(=O)c3cccc(C(F)(F)F)c3)cn12,0%,-5%,3%,-1,3%,-1%,4%,-1%,-1%,-0.2%,27%
O=C(Cn1cc(C(=O)c2ccco2)c2ccccc21)NCc1ccco1,15%,28%,0%,4,-6%,3%,3%,-3%,-2%,0.0%,-34%
Cc1cccc(C)c1OCc1cc(C(=O)NCc2cn(C)nc2C)no1,0%,-14%,0%,?,-1%,-6%,17%,-5%,6%,-0.4%,-9%
Cc1ccc(C(=O)Nc2cccc(C(=O)N3CCOCC3)c2)cc1,13%,27%[1.84 µM],0%,8,2%,?,-1%,-5%,-8%,0.4%,-8%
O=C(NCc1ccco1)C1CCCN(c2nnc(-n3cccc3)s2)C1 (centres undefined),7%,1%,3%,13,2%,13%,-9%,-5%,1%,0.3%,3%
O=C(COC(=O)c1ccc(Cl)c(S(=O)(=O)N2CCCCC2)c1)NCC1CCCCC1,3%,1%,0%,30,-3%,-1%,-2%,-2%,-10%,-0.3%,3%
Cc1nc(-c2cccc(S(=O)(=O)N3CCOCC3)c2)cs1,-4%,1%,-1%,0,2%,2%,-1%,-3%,8%,-1.0%,14%
CCCc1nc(-c2cc3cc(C)ccc3[nH]c2=O)no1,-4%,17%,-1%,-9,67%[activator],0%,0%,-8%,2%,-0.2%,?

# Screening results deposited in PubChem by National Center for Advancing Translational Sciences (NCATS).
